High-throughput results from PubChem BioAssay.
APJ ag: agonists of human APJ apelin receptor; 330,000 tested, 0.11% active; AID 2520; P35414; CHO-K1 APJ PathHunter beta-arrestin, luminescence; 0% DMSO wells, 100% apelin; activation, % at 20 µM;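 active = activation more than six SD over the plate average, tested at 20 µM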;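 note: 0% = DMSO alone and 100% = apelin-13 at 10 nM; some results filed as inactive read as strong as hits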
Target sequence (P35414 whole entry, looked up): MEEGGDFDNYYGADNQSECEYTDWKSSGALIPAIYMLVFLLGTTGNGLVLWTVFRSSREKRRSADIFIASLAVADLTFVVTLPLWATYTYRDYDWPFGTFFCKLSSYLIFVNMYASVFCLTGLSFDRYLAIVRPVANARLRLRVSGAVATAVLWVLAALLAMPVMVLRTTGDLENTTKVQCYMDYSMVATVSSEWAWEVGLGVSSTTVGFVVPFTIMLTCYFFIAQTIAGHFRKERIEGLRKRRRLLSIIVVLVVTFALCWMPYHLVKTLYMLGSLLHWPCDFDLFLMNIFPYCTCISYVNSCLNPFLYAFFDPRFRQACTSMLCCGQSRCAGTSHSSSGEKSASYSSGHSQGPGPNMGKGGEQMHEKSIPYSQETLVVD
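Material: engineered CHO-K1 APJ arrestin reporter cells; amount: 1000 CHO-K1 reporter cells seeded per well; incubation: compound stimulation 90 min at 25 °C, detection 60 min; signal: luminescent beta-gal fragment complementation, chemiluminescent substrate; read-out basis: APJ agonist activity; controls: DMSO-only wells as negative, 10 nM Apelin-13 as positive control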
tim23-1 inh: tim23-1 yeast growth inhibition | AID 463212 | S. cerevisiae tim23-1 growth, BacTiter-Glo luminescence, 24 h | 330,000 tested, 1.3% active | inhibition, % at 20 µM;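 active = growth inhibition of the mutant yeast at or above 50%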;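 note: temperature-sensitive mutant grown at 25 °C; plate controls were DMSO-treated mutant yeast for no effect and medium wells lacking yeast for full effect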
TIM10 inh: TIM10 yeast growth inhibition; inhibition, % at 10 µM; AID 463195; 330,000 tested, 1.4% active; S. cerevisiae TIM10 strain growth, BacTiter-Glo luminescence, 24 h;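 active = inhibition of 40% or more at the single tested concentration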;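 note: wild-type TIM10 isogenic control strain grown at permissive 25 °C; 0% = DMSO yeast wells and 100% = minimal medium wells without yeast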
tim10-1 inh: inhibits growth of tim10-1 mutant yeast; S. cerevisiae tim10-1 ts strain growth, BacTiter-Glo, 24 h; inhibition, % at 20 µM; 330,000 tested, 2.2% active; AID 463190;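 active = inhibition of at least 40%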;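 note: mutant grown at 25 °C; 0% = DMSO wells with yeast and 100% = wells holding no yeast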
CHOP UPR activ: apoptotic UPR (CHOP) activation; activation, % at 10 µM; 330,000 tested, 0.34% active; CHO-CHOP luciferase reporter, luminescence; percent of tunicamycin response over DMSO baseline; AID 449763;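 active = at 10 µM dose, activation of 40% or more, normalized to positive control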;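 note: 100% = tunicamycin at 10 µg/mL and 0% = DMSO alone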
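System: CHO-CHOP luciferase reporter cell line | Buffer or medium: F12 medium containing 10% fetal bovine serum | Doses: One dose, 10 µM in 0.5% DMSO | Times: 6 h compound exposure at 37 °C after overnight seeding | Signal: Luciferase luminescence | Read-out: % activation vs tunicamycin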
UPR XBP1 act: activators of adaptive arm of unfolded protein response (XBP1). CHO-XBP1 luciferase reporter, IRE1-XBP1 UPR activation, luminescence; percent of tunicamycin response, DMSO as zero. activation, % at 20 µM. 330,000 tested, 0.33% active. AID 463104;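 active = versus positive control, 20 µM dose yields 30% or more activation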;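 note: 100% = tunicamycin at 10 µg/mL and 0% = DMSO only wells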
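incubation = overnight seeding at 37 °C, 6 h compound treatment at 37 °C | assay system = CHO-XBP1 cells stably carrying IRE1-XBP1-driven luciferase reporter | input = 1000 cells per well | detection = luciferase luminescence | dosing = single point, 20 µM final compound, 1% DMSO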
Mdm2 MdmX PPI: disrupts the human Mdm2-MdmX interaction; SaOS-2 split-luciferase Mdm2/MdmX complementation, luminescence; inhibition, % at 8 µM; O15151+Q00987; 330,000 tested, 3% active;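 active = inhibition of at least 50% at 8 µM in the primary screen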
APJ antag: APJ receptor antagonism; P35414; CHO-K1 APJ beta-arrestin complementation, luminescence; inhibition, % at 20 µM; 330,000 tested, 0.32% active; AID 2521;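 active = inhibition above about 40% at 20 µM, limit read from the data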;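 note: cells challenged with 10 nM apelin-13 agonist together with compound; plate controls were apelin-13 plus DMSO wells for no effect and DMSO wells lacking apelin-13 for full effect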
CXCR6 inh: blocks human CXCR6 beta-arrestin recruitment | O00574 | CHO-K1 PathHunter CXCR6 beta-arrestin, luminescence | inhibition, % at 20 µM | 360,000 tested, 0.36% active; in the data active = inhibition above about 34%, passing the limit was not always enough;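 note: antagonist mode with CXCL16 agonist at 10 nM final; 0% = 10 nM CXCL16 with DMSO and 100% = unstimulated wells without agonist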
Target sequence (O00574 whole entry, looked up): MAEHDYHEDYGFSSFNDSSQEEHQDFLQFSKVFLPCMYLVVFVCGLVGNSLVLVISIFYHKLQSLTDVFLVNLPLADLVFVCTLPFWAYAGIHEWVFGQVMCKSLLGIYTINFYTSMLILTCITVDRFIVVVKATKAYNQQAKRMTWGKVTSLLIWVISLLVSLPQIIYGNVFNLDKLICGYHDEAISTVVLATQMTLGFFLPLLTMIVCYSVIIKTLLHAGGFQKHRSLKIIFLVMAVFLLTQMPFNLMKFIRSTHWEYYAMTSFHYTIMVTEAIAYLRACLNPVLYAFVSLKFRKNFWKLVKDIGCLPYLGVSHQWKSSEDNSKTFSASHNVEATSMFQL
* = called active by the depositor; x = no result given. These rows are one share of the data; the hit share may differ from the screen's.

SMILES	CXCR6 inh	tim10-1 inh	APJ ag	tim23-1 inh	Mdm2 MdmX PPI	TIM10 inh	UPR XBP1 act	CHOP UPR activ	APJ antag
CC1(NC(=O)Cc2ccc(S(=O)(=O)N3CCOCC3)s2)CCS(=O)(=O)C1 (configuration not stated)	3	7	-5	9	15	-8	1	-0.2	0
Cc1ccc(-c2csc3nnc(SCC(=O)N4CCN(Cc5ccccc5)CC4)n23)cc1	6	28	-4	15	-30	12	0	0.2	26
CNCC(O)c1ccc(O)c(O)c1 (configuration not stated)	-10	0	-3	1	9	3	-4	-1.5	10
COc1ccccc1NC(=S)NCC1CCCO1 (configuration not stated)	0	9	-2	11	-2	16	3	-3.9	-10
O=C1NC(Nc2ccccn2)(C(F)(F)F)C(=O)N1c1ccc(F)cc1 (configuration not stated)	-1	4	-6	8	17	12	-4	-2.0	24
O=C(COc1ccc2c(c1)OCO2)Nc1ccccc1C(F)(F)F	2	11	-1	6	-32	-9	0	3.1	-1
Cc1c(Br)cc(C(=O)NC2CCCCC2)c(C)c1C	3	16	-4	-1	18	-3	-1	0.2	-2
CCCCn1c(S(=O)(=O)O)nc2ccccc21	-13	-1	-3	-3	26	9	-2	1.5	-2
N#CCCn1cc(C(=O)Nc2ccc(C(=O)O)cc2)c(-c2ccc([N+](=O)[O-])cc2)n1	7	15	-1	10	11	12	-4	-0.2	-3
CN(C)c1ccc(C2N(C(=O)N3CCOCC3)CCN2S(=O)(=O)c2ccccc2)cc1 (configuration not stated)	-8	2	2	3	6	13	-1	-0.4	16
Cc1ccc(NC(=O)CNCC(c2ccccc2)N(C)C)cc1F (configuration not stated)	5	-12	0	10	6	-2	-2	-1.3	19
O=C(COc1ccc([N+](=O)[O-])cc1)NCc1cccnc1	-11	12	-2	2	-2	-3	1	-0.4	5
N#Cc1ccccc1OCC(=O)N1CCN(S(=O)(=O)c2ccc(Cl)cc2)CC1	-5	4	-3	24	-14	-13	0	1.9	5
COC(=O)c1n[nH]nc1-c1ccccc1	-10	3	4	7	3	-2	1	-1.2	-9
CCCCCc1cc(=O)oc2c(C(CCN3CCCCC3)c3cc(OC)c(OC)c(OC)c3)c(OC)cc(OC)c12 (configuration not stated)	-10	22	3	17	98*	12	1	6.9	9
O=C(COc1ccc(Cl)cc1)NCCCNC(=O)c1ccncc1	-1	-23	-1	-19	12	-5	0	0.4	4
O=C(Nc1cccnc1)c1ccc(Cl)c(S(=O)(=O)N2CCCC2)c1	2	-1	0	13	-5	0	0	1.3	8
COC(=O)c1cc(C(=O)Nc2nnc(CC(C)C)s2)cc([N+](=O)[O-])c1	-4	2	1	15	7	-1	-3	2.9	2
CCN1C(=O)[C@H]2[C@@H](c3ccc(OC)cc3)N3C(=O)CN(Cc4ccccc4)C(=O)[C@@]3(C)[C@H]2C1=O	-3	7	8	-4	-12	-15	1	-1.5	13
Cc1ccc(S(=O)(=O)NCCN=C(CN2CCOCC2)NS(=O)(=O)c2ccc(C)cc2)cc1	-5	11	-2	3	-25	14	-3	0.2	-18
Cc1ccc(-c2nc3c4ccccc4ccn3c2CN2CCCCC2)cc1	17	18	-2	23	-9	15	2	3.1	31
CC(=O)Nc1ccc(OCC(=O)c2cc(C)ccc2C)cc1	-2	0	-4	0	-13	-29	-2	-2.3	-31
Cn1c(SCc2cccc(C(F)(F)F)c2)nnc1-c1ccco1	1	20	1	14	7	9	2	0.1	-10
CCC(=O)c1cn(CC(=O)Nc2cccc(C)c2C)c2ccccc12	-4	-8	-3	-5	-14	-6	1	2.0	7
Cc1ccc(NN2C(=O)C=C(c3ccccc3)C2=O)cc1	18	-5	7	36	14	9	-10	54*	16
Cc1cc(NCc2ccccc2)n2ncc(-c3ccccc3)c2n1	-13	22	-2	38	-27	-8	2	5.6	5
CS(=O)(=O)N1CCN(c2ncccn2)CC1	3	14	9	17	2	-6	0	-2.6	1
CC(C)CC1NC(=O)N(CC(=O)N2CCN(S(=O)(=O)c3ccc4ccccc4c3)CC2)C1=O (configuration not stated)	-6	4	4	-1	3	4	-2	-2.8	5
O=C(c1c[nH]c(C(=O)N2CCN(Cc3ccccc3)CC2)c1)C1CCCCC1	0	9	-2	21	22	-7	7	0.6	1
COC(=O)c1ccc(Oc2nc(N3CCCCC3)nc(N3CCOCC3)n2)cc1	-2	34	-3	35	11	28	-5	2.0	1
Cc1ccc(C(=O)N2CCCC(Nc3ccc(C(C)C)cc3)C2)cn1 (configuration not stated)	-4	10	0	6	20	0	-6	0.5	16
Cc1cccc(NC(=O)COC(=O)CNC(=O)C2CCCCC2)c1	2	4	-3	8	-7	8	-1	-1.0	3
O=C(COC(=O)[C@H](Cc1ccccc1)NC(=O)c1cccs1)Nc1ccccc1C(F)(F)F	0	19	-1	24	6	1	-1	0.9	-6
CCC(C)Sc1nnc(CNC(=O)C23CC4CC(CC(C4)C2)C3)n1C1CCCCC1 (configuration not stated)	13	32	-4	15	3	37	-2	-0.1	-9
O=S(=O)(c1ccc(Oc2ccc(S(=O)(=O)N(CCO)CCO)cc2)cc1)N(CCO)CCO	-7	5	0	-3	-25	-1	3	0.1	7
COc1ccccc1NC(=O)CN1CCN(CC(=O)Nc2ccc(F)cc2F)CC1	11	12	1	13	-2	0	4	2.2	-18
COc1ccc(C(c2c(C)n(C)n(-c3ccccc3)c2=O)c2c(C)n(C)n(-c3ccccc3)c2=O)cc1O	x	10	-3	1	24	8	-1	-0.3	20
Cc1cc(C)n2nc(C(=O)OCC(=O)N3C(C)CCCC3C)nc2n1 (configuration not stated)	-14	-2	-5	-9	9	6	2	1.4	2
CCC(=O)N1CCN(c2ccc(NC(=O)c3ccc(N4CCCC4)c([N+](=O)[O-])c3)cc2)CC1	-1	8	0	1	34	-5	4	2.5	19
Cn1c(/C(C#N)=C(\O)c2cc(Cl)sc2Cl)nc2ccccc21	12	1	-2	-3	26	-10	-4	-2.8	-2
CC(=O)Nc1ccc(NC(=O)CCCNC(=O)c2ccc(Cl)cc2)cc1	-6	-11	2	8	-13	-14	0	2.6	3
O=C(CCOc1ccccc1)Nc1ccc(S(=O)(=O)Nc2ncccn2)cc1	5	-2	-3	4	17	2	-3	-1.2	0
O=C(NCc1ccccn1)c1cccn1-c1ncc(C(F)(F)F)cc1Cl	4	4	-4	0	-13	-2	-2	0.9	-5
COc1ccc(C(=O)NCC(=O)NCC(=O)OCc2ccc(Cl)cc2)cc1	4	4	-2	17	-21	13	-3	1.8	9
CCOc1cc(N2CCOCC2)c(OCC)cc1NC(=O)c1c(C)noc1C	-1	3	3	9	15	-4	0	0.8	-1
O=C(NCc1cn2ccsc2n1)c1c(F)cccc1Cl	1	10	-3	16	-18	2	2	2.2	1
CCn1c(CNC(=O)COc2c(C)cccc2C)nnc1SCC(=O)Nc1nccs1	-6	14	-2	16	17	-7	-3	1.3	7
Cc1ncoc1C(=O)NCCC(c1ccccc1)c1ccccc1	1	11	-8	0	14	5	-3	-1.0	7
Cc1cccc(-c2noc(CCC(=O)NCC3CCCO3)n2)c1 (configuration not stated)	2	12	-1	13	-1	-10	-2	-1.2	0
CCCn1nnnc1NC(=O)COc1ccc(CC)cc1	-1	-9	-4	10	8	6	1	1.6	11

The listing continues.
SMILES	CXCR6 inh	tim10-1 inh	APJ ag	tim23-1 inh	Mdm2 MdmX PPI	TIM10 inh	UPR XBP1 act	CHOP UPR activ	APJ antag
COc1ccccc1/C=C/C=N/NC(=O)c1ccncc1	-5	11	-1	-3	-3	1	0	-0.3	-4
CCOC(=O)c1nnc(-c2ccc(C)cc2)nc1Sc1ccc(Cl)cc1	12	6	-2	1	35	5	47*	22	21
CSC1=NC(C)(C)C=C(/C=C/c2ccc(Cl)cc2Cl)N1	-2	38	-1	44	31	24	-2	0.1	22
Cc1noc(C)c1Cc1c(Cl)cccc1Cl	2	11	-2	12	17	2	1	0.1	11
O=C(c1ccc(CNS(=O)(=O)c2ccc(Br)cc2)cc1)N1CCCCC1	-1	19	-1	15	-6	13	-2	0.3	9
CCC(NS(=O)(=O)c1ccc(C)cc1)C(=O)N1CCC2(O)CCCCC2C1 (configuration not stated)	-7	3	-1	11	8	4	-2	-2.8	0
CCCCOc1ccc(C(=O)NCC(=O)N(C)CC(=O)Nc2ccc(N3CCOCC3)cc2)cc1	-11	14	8	17	17	9	-1	3.6	-1
COc1cccc(C(=O)OCC(=O)Nc2ccccc2N2CCOCC2)c1	-12	17	6	17	-17	6	-3	-0.1	-2
Cc1cc(N2CCN(C)CC2)nc2ccc(NC(=O)CCC(=O)N3CCN(c4ccc([N+](=O)[O-])cc4)CC3)cc12	7	-9	0	3	8	9	-7	0.8	8
Cc1cc(C)c(C)c(S(=O)(=O)NCC(=O)Nc2sc3c(c2C(N)=O)CCCC3)c1C	-2	-4	-1	-5	9	-1	-3	2.2	2
NC(=O)/C(=C\c1ccccc1)NC(=O)/C=C/c1ccccc1	-14	1	-1	4	-21	3	-1	4.4	-8
